FXIa inh: human FXIa protease inhibitors, primary screen, biochemical, 1536-well; inhibition, % at 5 µM; purified FXIa, Boc-Glu-Ala-Arg-AMC fluorogenic substrate; actives 0.14% (n = 220,000);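 active means inhibition of at least 40%; inactive means inhibition below 40%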;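 further: fluorescence of freed AMC excited at 355 nm; 0% = enzyme without compound and 100% = no enzyme blank; many of its hits are not listed in these tables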
Rad51 HR inh: human RAD51 strand exchange inhibitors, primary screen, biochemical, fluorescence | inhibition, % at 10 µM | actives 0.085% (n = 200,000) | hRad51 DNA strand exchange, fluorescence dequenching | DNA repair protein RAD51 homolog 1 (Homo sapiens), Q06609;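 active means inhibition above 40% at the single screening dose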;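 further: 0% = DMSO control wells and 100% = blanks with heterologous ssDNA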
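Material: hRad51 filaments on single-stranded DNA; Reagent: Donor/quencher-labelled 47-bp dsDNA substrate; Compound: 10 µM final, single point; Schedule: 37 °C 15-min filament assembly, 30-min compound preincubation, 15-min exchange; Technique: FRET fluorescence, excitation 485 nm, emission 520 nm; Benchmarks: control wells and blank wells on each plate.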
p97 ATPase inh: inhibitors of human p97 ATPase, primary screen, biochemical; Transitional endoplasmic reticulum ATPase (Homo sapiens), P55072; recombinant p97 ATPase, Kinase-Glo ATP luminescence, 3 h; inhibition, % at 8 µM; actives 0.42% (n = 220,000); AID 1481, 2009; in the data active means inhibition above about 15%;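 further: 0% = DMSO vehicle and 100% = wells lacking enzyme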
14-3-3 Bad inh: inhibitors of 14-3-3 zeta/Bad binding, primary screen, biochemical, TR-FRET, bovine 14-3-3 zeta; 14-3-3 protein zeta/delta (Bos taurus), P63103; TR-FRET 14-3-3zeta/Dy647-pBad peptide displacement, 1 h; inhibition, % at 21.7 µM; actives 0.71% (n = 220,000); AID 781, 2007;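 active means inhibition above about 70%, limit read from the data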;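 further: 0% = full 14-3-3 plus peptide FRET controls and 100% = background without 14-3-3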
Target sequence (P63103 whole entry, looked up): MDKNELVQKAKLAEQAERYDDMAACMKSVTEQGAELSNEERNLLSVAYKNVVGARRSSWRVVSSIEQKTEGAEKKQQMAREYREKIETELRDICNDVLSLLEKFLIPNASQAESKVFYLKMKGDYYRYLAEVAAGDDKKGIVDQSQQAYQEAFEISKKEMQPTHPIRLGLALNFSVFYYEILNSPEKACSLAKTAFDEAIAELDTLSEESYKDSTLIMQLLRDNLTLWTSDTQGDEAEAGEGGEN
KLK5 inh: human KLK5 protease inhibitors, primary screen, biochemical, 1536-well; recombinant hK5, fluorogenic AMC substrate cleavage; AID 873, 2007; inhibition, % at 5 µM; Kallikrein-5 (Homo sapiens), Q9Y337; actives 0.59% (n = 210,000);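 active means inhibition of 40% or more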;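 further: 0% = enzyme controls without compound and 100% = no-enzyme blanks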
Wee1 degr inh: Wee1 degradation inhibitors, primary screen, cell-based, HeLa, Wee1K328M-luciferase, luminescence; HeLa Luc-Wee1K328M stability; 100% = proteasome inhibitor MG132 effect; actives 1.2% (n = 220,000); reporter increase, % at 5 µM; Wee1-like protein kinase (Homo sapiens), P30291;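 active means activation above the mean of all tested compounds plus 3 SD, set per screening run, cut at about 8.8% in these data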;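 further: cells exposed to compound for 20 h before luminescence read; 0% = DMSO alone and 100% = MG132 at 30 µM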
eIF4E-4G inh: eIF4E–eIF4G protein interaction inhibitors, primary screen, biochemical, uHTS, TR-FRET, eIF4GI fragment; TR-FRET eIF4E-eIF4GI(517-606) binding, 2 h; actives 0.37% (n = 220,000); Eukaryotic translation initiation factor 4E (Mus musculus) + Eukaryotic translation …; inhibition, % at 21.7 µM;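 active means inhibition above about 30%, limit read from the data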;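 further: 0% = full FRET control wells and 100% = background wells lacking eIF4GI fragment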
Mdm2 ligase inh: MDM2-luciferase reporter signal enhancers, primary screen, MDM2 E3 ligase inhibitor project, cell-based, luminescence, 1536-well | cell-based MDM2 ubiquitination luciferase reporter, 2 h; 0 = plate control, 100 = twice control, blank-subtracted | actives 0.11% (n = 210,000) | signal enhancement, % at 5 µM | AID 1230, 2008;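 active means signal enhancement of 30% or more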;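 further: luminescence tracks abundance of the self-degrading MDM2-luciferase fusion protein; higher signal means inhibition of MDM2 E3 ligase activity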
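test system = mammalian cells stably expressing self-ubiquitinating, self-degrading MDM2 E3–luciferase fusion | quantity = 2000 cells/well | incubation = cell settling 4 h, compound treatment 2 h, both 37 °C | signal = luminescence with SteadyLite reagent, 15 min at room temperature | evaluation = % enhancement relative to plate controls after blank subtraction | benchmarks = plate controls and plate blanks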
FXIIa inh: human FXIIa protease inhibitors, primary screen, biochemical, 1536-well | Coagulation factor XII (Homo sapiens), P00748 | purified FXIIa, Boc-QGR-AMC fluorogenic substrate, 2 h | inhibition, % at 5 µM | actives 0.3% (n = 220,000) | AID 800, 2007; in the data active means inhibition above about 40%;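 further: 0% = enzyme with no compound and 100% = blank without enzyme; many of its hits are not listed in these tables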
Target sequence (P00748 20-372 limits assumed): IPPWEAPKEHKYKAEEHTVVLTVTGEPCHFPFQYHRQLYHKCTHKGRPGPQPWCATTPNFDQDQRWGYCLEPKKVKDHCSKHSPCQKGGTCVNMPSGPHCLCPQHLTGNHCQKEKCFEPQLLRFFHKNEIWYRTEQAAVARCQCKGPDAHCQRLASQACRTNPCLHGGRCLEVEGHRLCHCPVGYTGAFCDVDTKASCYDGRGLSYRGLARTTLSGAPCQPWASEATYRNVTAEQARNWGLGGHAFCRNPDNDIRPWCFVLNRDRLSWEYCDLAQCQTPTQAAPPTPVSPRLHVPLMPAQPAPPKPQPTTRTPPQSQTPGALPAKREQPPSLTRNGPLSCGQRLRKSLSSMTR
Target sequence (P00748 373-615 limits assumed): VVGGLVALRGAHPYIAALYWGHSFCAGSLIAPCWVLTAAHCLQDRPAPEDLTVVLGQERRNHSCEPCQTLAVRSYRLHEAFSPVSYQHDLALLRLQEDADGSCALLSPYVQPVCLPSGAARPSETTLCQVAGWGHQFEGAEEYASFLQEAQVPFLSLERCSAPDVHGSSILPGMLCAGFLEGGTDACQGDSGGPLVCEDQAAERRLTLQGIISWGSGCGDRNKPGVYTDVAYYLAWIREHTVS
An asterisk follows results filed as active; . = not tested or not shown; [ ] = another dose, or the depositor's remark.

smiles	FXIa inh	Rad51 HR inh	p97 ATPase inh	14-3-3 Bad inh	KLK5 inh	Wee1 degr inh	eIF4E-4G inh	Mdm2 ligase inh	FXIIa inh
Cn1c(=O)[nH]c(=O)c2c1nc(Br)n2CCSc1nc2ccccc2o1	2	-1	5	-3[fluorescence artefact?]	0	-1	7	-9	11
Cc1nc2ccc(NC(=O)NCCCO)cc2s1	3	3	1	-8	0	-1	7	-12	14
CCn1c(SCC(=O)NCc2ccc3c(c2)OCO3)nnc1-c1cccs1	5	-1	-5	-12[fluorescence artefact?]	-29	0	68*	0	6
CCCN(CCC)C(=O)Cn1ccc(=N)c2ccccc21	3	-3	6	-8	46*	-2	2	.	16
CCc1ccc(-c2c(C)sc(NC(C)=O)c2C(N)=O)cc1	0	-7	-2	0	-12	0	4	-2	16
Cc1cc(C)c(N(C(=O)CN2C(=O)c3ccccc3S2(=O)=O)C(C(=O)NCC2CCCO2)c2ccc(F)cc2)c(C)c1 (configuration not stated)	5	.	3	-24	1	-1	-3	-7	14
C=CCn1c(-c2sc(-c3ccccc3)nc2C)n[nH]c1=S	2	5	3	-11	0	-4	4	-7	3
CCCCNC(=O)c1onc(CSc2ccc(C)c(C)c2)c1C(=O)O	1	0	1	4	5	0	0	-9	9
CCOC(=O)CC(NC(=O)c1cccc2c1C(=O)N(Cc1cccnc1)C2)c1ccc(OCC)c(OC)c1 (configuration not stated)	4	24	-9	-3	5	1	4	-10	12
Cc1c(C(=O)NCc2ccc3c(c2)OCO3)oc2ccccc12	18	1	-4	-12	-11	-1	-3	.	22
CC(C)(C)c1ccc2c(c1)OC(C(=O)N/N=C\c1ccc(-c3cccc(C(=O)O)c3)o1)CO2 (configuration not stated)	4	.	2	8	2	-3	-5	-10	6
COc1ccc(C2C=C(c3ccc(C)c(C)c3)Nc3ncnn32)c(OC)c1OC (configuration not stated)	6	-4	-2	-6	-5	0	5	-11	10
O=C1CC(N2CCc3ccccc32)C(=O)N1c1ccc(F)cc1 (configuration not stated)	4	-1	3	-9	0	-3	-1	-1	6
COc1ccc(S(=O)(=O)N(CC(=O)N2CCN(c3ccccc3)CC2)c2ccccc2)cc1	-2	-1	1	5	-7	-1	-4	-7	7
COc1ccc(/C=C/CN2CCN(Cc3ccc(F)cc3)C(CCO)C2)cc1 (configuration not stated)	-2	-3	1	-10	2	5	0	10	9
COc1cc(C(=O)Nc2cc(Cl)ccc2C)c(-n2cnnn2)cc1OC	-1	4	2	6	-8	0	22	-5	-25

Full records, quoted from the list. Order of screens: FXIa inh | Rad51 HR inh | p97 ATPase inh | 14-3-3 Bad inh | KLK5 inh | Wee1 degr inh | eIF4E-4G inh | Mdm2 ligase inh | FXIIa inh
O=C1CC(N2CCc3ccccc32)C(=O)N1c1ccc(F)cc1 (configuration not stated) is entered as 4 | -1 | 3 | -9 | 0 | -3 | -1 | -1 | 6
Cc1c(C(=O)NCc2ccc3c(c2)OCO3)oc2ccccc12 is entered as 18 | 1 | -4 | -12 | -11 | -1 | -3 | . | 22
COc1ccc(/C=C/CN2CCN(Cc3ccc(F)cc3)C(CCO)C2)cc1 (configuration not stated) is entered as -2 | -3 | 1 | -10 | 2 | 5 | 0 | 10 | 9

Remaining list, next part
smiles	FXIa inh	Rad51 HR inh	p97 ATPase inh	14-3-3 Bad inh	KLK5 inh	Wee1 degr inh	eIF4E-4G inh	Mdm2 ligase inh	FXIIa inh
Cc1ccn2cc(-c3ccc4c(c3)NC(=O)CO4)nc2c1	2	-2	-2	-3	2	6	1	-36	5
O=C(Nc1ccccc1)Nc1cc(S(=O)(=O)N2CCOCC2)ccc1N1CCCC1	-6	-14	-1	-9[fluorescence artefact?]	-20	0	4	-8	-1
CC(C)CNC(=S)Nc1ccc(F)cc1	6	.	5	-23	2	-1	-4	-4	16
Cc1sc(NC(=O)c2ccco2)c(CN2CCN(c3ccccn3)CC2)c1C	7	2	-1	12	1	3	1[fluorescence artefact?]	-12	19
COc1ccc(-c2cc(-c3ccco3)[nH]c(=O)c2C#N)cc1	-1	-27	9	-4	-3	0	0	-3	0
Cc1ccc(C(=O)NC(=S)NCc2ccco2)cc1	0	3	0	-7	-5	-1	5	-1	-6
Cc1cc(OCCN2CCCC2)cc(C(C)C)c1	7	.	9	22	-6	1	1	-8	16
Cc1ccc(C2CC(=O)C=C(NCc3ccccc3)C2)cc1 (configuration not stated)	2	.	4	-5	3	1	6	-11	5
COc1ccc(C2C(C(=O)c3cccs3)=C(O)C(=O)N2c2cccc(C)n2)cc1 (configuration not stated)	3	-30	0	-3	2	0	-3	-58	14
COc1ccc(Nc2cc(C(=O)NCc3ccccn3)c3ccccc3n2)c(OC)c1	1	5	-2	-11	-4	0	-5	-11	1
O=C(CN(Cc1ccccc1Cl)C(=O)c1ccc(CN2CCOCC2)o1)NCC1CCCO1 (configuration not stated)	-14	-3	2	-2[fluorescence artefact?]	-14	-1	-4	-16	-6
COc1cc(-c2nnn(CC(=O)N3CCOCC3)n2)cc(OC)c1OC	1	4	1	-12	-3	-1	-4	.	6
CC1CCCN(c2nc3c(c(=O)[nH]c(=O)n3C)n2CCSc2ncccn2)C1 (configuration not stated)	0	-1	6	-2	0	1	0	3	4
CCCCOC(=O)CSc1nc2ccccc2o1	-3	.	2	9	-3	12*	-3	-12	2
CCOC(=O)C/C(C)=N/NC(=O)COc1ccccc1C	-3	-4	-8	-1	14	-1	-3	-20	-4
Cc1c[nH]c(=O)c([N+](=O)[O-])c1	1	.	10	-1	0	-2	0	-12	0
COc1ccc(-c2nc(NC(=O)c3[nH]c(C)c(C(C)=O)c3C)sc2C)cc1	1	16	2	-5	-19	-2	1	-12	1
Cc1onc(-c2ccccc2)c1C(=O)N/N=C/C(Br)=C/c1ccccc1	-7	26	-6	0	-3	-4	-4	-1	-2
OC(COc1cccc2ccccc12)CN1CCN(c2ccc(Cl)cc2)CC1 (configuration not stated)	2	21	3	1	0	0	-9	-8	12
N#C/C(=C\c1ccc(N2CCCCC2)c([N+](=O)[O-])c1)c1nn(-c2ccccc2)c(N)c1C#N	-2	1	6	-4[fluorescence artefact?]	-19	-2	4	5	3
O=C(NCC1CCN(Cc2ccccc2Cl)CC1)Nc1cccc(Cl)c1	1	0	0	-7	-15	2	4	-3	11
COCCNC(=O)/C(C#N)=C/c1ccc(-c2ccc(S(=O)(=O)N3CCOCC3)cc2)o1	-2	-11	-7	5[fluorescence artefact?]	-13	-1	1	-9	1
CC(SCc1ccccc1)C(=O)N/N=C/c1ccc(OCC(=O)NCc2ccco2)cc1 (configuration not stated)	-2	-1	-1	1[fluorescence artefact?]	-6	0	-1	-9	9
CCOc1ccc(-c2nc(C#N)c(N3CCCCCC3)o2)cc1	5	-6	-4	22	-4	-1	-3	-3	9
Cn1ccnc1SCC(=O)Nc1nc2ccccc2s1	-3	-7	1	-3	-6	14*	2	10	1
CCCNC(=O)c1ccc2c(c1)C1C3CCC(C3)C1C(c1ccccc1)N2 (configuration not stated)	-7	5	-7	-4	-1	1	-12	.	6
COc1ccc(-c2cc(CNS(=O)(=O)c3ccccc3)on2)cc1	-10	-9	-2	5	-10	-2	-2	-11	7
CCCCn1c(=O)[nH]c(=O)c2c1nc(-c1ccsc1)n2Cc1ccccc1	0	.	-4	-4	-3	-1	7	-13	9
CCOCC(=O)Nc1nnc(COc2ccc(Cl)cc2)s1	6	8	-5	3	-31	0	3	-11	8
O=C(CSc1nnc(-c2ccncc2)n1Cc1ccccc1)NC1CCCCC1	-4	8	3	-6	-5	2	1	.	6
CCOc1cc(C(=O)NCCCn2ccnc2)cc(OCC)c1OCC	4	-1	-1	7[fluorescence artefact?]	-16	0	12	9	5
COc1ccccc1N1C(=O)C2C(c3ccc(F)cc3)NN(C(=O)c3ccc(C)cc3)C2C1=O (configuration not stated)	1	-1	13	-3	-3	-2	-1	5	5
O=[N+]([O-])c1cccc(C2=NC(c3ccccc3)CO2)c1 (configuration not stated)	-5	4	-1	4	-9	-2	5	.	3
COc1ccc(CNc2nc(NCc3ccc(OC)cc3)c3[nH]cnc3n2)cc1	-3	1	.	4	-2	.	-4	3	3
COc1ccc(NC(=O)c2c(Cl)nc3ccccn23)cc1	14	3	1	-1	1	-1	0	-1	9
CCCC(=O)N1CCc2[nH]c3ccccc3c2C1	18	-7	-5	7	-23	3	5	-18	31
Cc1ccc(Sc2cc(NCCCO)c([N+](=O)[O-])c3nonc23)cc1	-2	-8	-3	-4	-1	3	-3	.	7
CCNC(=O)COC(=O)C1C(C(=O)OCC)=C(C)NC(C)=C1C(=O)OCC	-1	2	0	-15	-7	-1	-9	.	7
CC(/C=C1\SC(=S)N(NC(=O)c2ccc(C)cc2)C1=O)=C\c1ccccc1	8	-3	0	4	3	-2	3	23	8

2 compounds from above, limited to p97 ATPase inh.
SMILES	p97 ATPase inh
Cc1ccc(Sc2cc(NCCCO)c([N+](=O)[O-])c3nonc23)cc1	-3
CCNC(=O)COC(=O)C1C(C(=O)OCC)=C(C)NC(C)=C1C(=O)OCC	0
